Source: PubChem (National Center for Advancing Translational Sciences (NCATS))
TDP-43 yeast inh – inhibitors of TDP-43 toxicity in yeast. AID 652104. TDP-43 expressing yeast growth rescue, BacTiter-Glo, 24 h. Potency, µM (doses to about 46.1 µM), for inactives: at the top dose growth rescue (activation), usual class: activators. actives 1.8% (n = 410,000); also: potency is read from the fitted curve at half-maximal effect; % of control where 0% means no effect; nearly all actives have a fitted effect of over 50% in size
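Growth rescue of TDP-43-toxic yeast measured as ATP luminescence (BacTiter-Glo). Cells grown to mid-log in raffinose, induced in galactose at OD600=0.02, exposed to compound 24 hr at 30 deg C.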
GLP1R inv ag – acts as inverse agonist at human GLP-1 receptor. P43220. HEK293 GLP-1R CRE-luciferase, luminescence, 24 h; GLP-1R form is constitutively active. Potency, µM (doses to about 38.3 µM), without a hit: at the top dose activity change, negative = inhibition, actives largely listed as inhibitors. actives 1.6% (n = 410,000). AID 624417; also: potency is read from the fitted curve at half-maximal effect; % is scaled to controls: 0 for no effect and ±100 for the full control effect; nearly all actives have a fitted effect of over 55% in size
Target sequence (P43220 whole entry, looked up): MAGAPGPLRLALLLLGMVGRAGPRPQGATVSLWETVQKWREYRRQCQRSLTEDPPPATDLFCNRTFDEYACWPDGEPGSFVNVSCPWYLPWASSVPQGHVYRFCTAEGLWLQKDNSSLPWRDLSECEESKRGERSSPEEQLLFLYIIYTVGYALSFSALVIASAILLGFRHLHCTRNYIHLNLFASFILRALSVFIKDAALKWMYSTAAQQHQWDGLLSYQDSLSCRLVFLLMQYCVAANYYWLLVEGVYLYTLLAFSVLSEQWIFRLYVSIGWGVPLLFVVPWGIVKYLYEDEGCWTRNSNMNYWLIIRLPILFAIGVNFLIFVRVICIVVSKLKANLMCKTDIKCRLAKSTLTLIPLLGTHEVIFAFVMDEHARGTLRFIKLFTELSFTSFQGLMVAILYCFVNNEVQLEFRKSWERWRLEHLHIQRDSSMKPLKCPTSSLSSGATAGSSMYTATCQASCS
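GLP-1R inverse agonism mode: basal reporter luminescence in engineered HEK293 cells measured after one day of compound exposure at 37 deg C, with a 12 min room-temperature detection step.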
PTHR1 agonist – agonists of human PTHR1 parathyroid hormone receptor | Q03431 | HEK293 GP2 PTHR1 cells, GloSensor cAMP luminescence, 1 h | Potency, µM (doses to about 115 µM), for the others: at the highest dose activation, usual class: activators | AID 743266 | actives 0.075% (n = 410,000); also: potency is read from the fitted curve at half-maximal effect; nearly all actives have a fitted effect of over 55% in size; some results filed as inactive show a strong effect at the top dose; inactives centre near -15; many of its hits are not listed in these tables
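HEK-293-derived GP2 cells expressing PTHR1 and a GloSensor cAMP reporter, 3,000/well, plated overnight, given luciferin plus IBMX (each 0.5 mM as added) for 1 h at 37 °C, then compound for 1 h at 37 °C. Luminescence was read after 15 min at room temperature.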
GLP1R cytotox – cytotoxic in the GLP-1 receptor inverse agonist counter-screen; HEK293 cAMP-luciferase reporter cells, luminescence, 24 h; Potency, µM (highest dose often 38.3 µM), for the others: at the top dose activity change, negative = inhibition, actives largely listed as inhibitors; actives 0.13% (n = 410,000);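 also: loss of luciferase light is scored as toxicity; potency is read from the fitted curve at half-maximal effect; % is scaled to controls: 0 for no effect and ±100 for the full control effect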
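Seeding density was 200 cells/uL; after overnight-length (12 h) culture, 23 nL compounds went on for 24 h at 37 °C. Readout used a luciferase detection reagent, luminescence taken after 12 min at room temperature.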
GLP-1R agonist – GLP-1 receptor (human) agonism | P43220 | HEK293 GLP-1R CRE-luciferase, luminescence, 4-6 h; cells express a hypersensitive GLP-1R form | Potency, µM (top dose mostly 45.6 µM), for the others: at the highest dose activation, most hits filed as activators | actives 0.007% (n = 380,000) | AID 624172; also: potency is read from the fitted curve at half-maximal effect; % of control where 0% means no effect
DRD3 agonist – activates the human D3 dopamine receptor; P35462; D3R DiscoveRx beta-arrestin cells, luminescence, 90 min; actives 0.58% (n = 410,000); max activation, %; in the data active = max activation above about 30%; also: 0% is about no effect; mostly tested at two doses, the higher about 12 µM
Target sequence (P35462 whole entry, looked up): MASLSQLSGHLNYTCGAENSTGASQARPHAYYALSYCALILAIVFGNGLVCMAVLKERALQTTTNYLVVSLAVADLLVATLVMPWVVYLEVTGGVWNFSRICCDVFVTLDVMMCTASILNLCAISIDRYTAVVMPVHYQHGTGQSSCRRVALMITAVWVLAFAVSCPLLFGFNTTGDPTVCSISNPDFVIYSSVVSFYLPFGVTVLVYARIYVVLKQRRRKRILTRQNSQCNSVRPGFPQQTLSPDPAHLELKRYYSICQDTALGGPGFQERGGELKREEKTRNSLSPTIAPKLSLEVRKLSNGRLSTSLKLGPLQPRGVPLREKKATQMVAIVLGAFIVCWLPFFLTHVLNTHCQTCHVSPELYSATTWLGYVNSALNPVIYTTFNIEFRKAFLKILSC
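Cells at 1500/well, incubated overnight, then treated with pinned compounds (dopamine as control) for 90 min at 37 degrees C. DiscoveRx reagent added for 30 - 60 minutes at room temperature; luminescence read.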
aSyn rescue – alpha-synuclein toxicity inhibition in yeast; Yeast expressing alpha-synuclein, growth rescue, BacTiter-Glo, 24 h; Potency, µM (doses to about 46.1 µM), inactives show top-dose growth rescue (activation), actives largely listed as activators; actives 0.14% (n = 370,000); also: potency is read from the fitted curve at half-maximal effect; % of control where 0% means no effect; nearly all actives have a fitted effect of over 65% in size
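Readout is rescue of growth in alpha-synuclein-expressing yeast, so inhibitors of toxicity appear as activators. Growth after 24 hr at 30 deg C in galactose medium is quantified by luminescence.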
KB-V1 MDR tox – kills drug-selected multidrug resistant KB-V1 cells; KB-V1 MDR cells viability, CellTiter-Glo, 72 h; Potency, µM (titrated, usually from 46.1 µM), for inactives: at the top dose activity change, negative = cytotoxicity, usual class: cytotoxic; actives 3.4% (n = 400,000); AID 1347076; also: potency is read from the fitted curve at half-maximal effect; % is scaled to controls: 0 for no effect and ±100 for the full control effect; nearly all actives have a fitted effect of over 60% in size
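KB-V1 cells (P-gp-expressing MDR subline of KB-3-1) in phenol-red-free DMEM with 10% FBS were exposed to library compounds over a concentration series for 72 h at 37 degrees C. Viability read by CellTiter-Glo luminescence; concentration-effect curves fitted after normalization.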
D3 antag – antagonists of human D3 dopamine receptor; P35462; D3R cells, DiscoveRx beta-arrestin luminescence, antagonist mode; hits give low values; max response, negative = inhibition, %; actives 2.5% (n = 360,000); AID 652054; in the data active = max response below about -50%; inconclusive = no clear call, values can overlap the other calls; also: % is scaled to controls: 0 for no effect and ±100 for the full control effect; mostly tested at two doses, the higher about 12 µM
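Cells expressing the human receptor were seeded at 1500 cells/well, incubated overnight at 37 degrees C in 5% CO2, then exposed to library compounds with dopamine controls for 90 minutes at 37 degrees C before luminescent detection.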
The depositor's hits bear a star; i = inactive; ? = inconclusive; / = no result given; & = joins results of further samples; [ ] = dose if it differs, or a comment. Unless noted, calls follow the shape of the dose curve; as a rule, active = well fitted curve in the direction sought with a large enough effect; inconclusive = small, poorly fitted or top-dose-only effect, or another doubt; inactive = no such curve, though single readings can be large; an effect the other way counts as inactive or inconclusive. This is a subset, so the mix of outcomes need not match the whole.

mol | DRD3 agonist | GLP-1R agonist | KB-V1 MDR tox | aSyn rescue | PTHR1 agonist | TDP-43 yeast inh | GLP1R cytotox | GLP1R inv ag | D3 antag
O=C(Nc1ccc(Cl)cc1)NN1CCCCCC1 | -3 | 1% | 5% | 10% | i | 23% | 19% | ? | -28
Cc1cc(C(=O)NN)c(C)o1 | 2 | 4% | 6% | -2% | 22% | 0% | 4% | 7% | -18
CC1CCCCN1CCNC(=O)c1cc2c(=O)n(C)c3ccccc3c2n1C (stereo not given) | -12 | -6% | 22% | 1% | -3% | 3% | 5% | 4% | -25
CC(/C=C1\SC(=S)N(CCC(=O)Nc2nc(C)cs2)C1=O)=C\c1ccccc1 | 8 | 1% | 0% | 2% | -5% | 5% | -25% | 4% | 8
Cc1nc(-c2cccnc2)sc1C(=O)Nc1ccc(Cl)cc1 | -2 | 0% | 18µM* | 4% | -12% | ? | -8% | -42% | 5
O=C(NC(=S)N1CCCC1)c1ccccc1F | -9 | 19% | -7% | -8% | i | -4% | ? | -15% | 4
Cc1ccc(S(=O)(=O)NCC(=O)N/N=C/c2ccc(Cl)cc2)cc1 | 4 | 7% | ? | 0% | i | -7% | 12% | -17% | 15
CC(C)NC(=O)c1ccc(-n2nc(C(F)(F)F)c3c2CCCC3)cc1 | 1 | -6% | 18% | -6% | i | 3% | -6% | 15% | 3
CCOC(=O)c1cc(NC(=O)N2CCOCC2)c(C)nc1C | 2 | -19% | -2% | 4% | i | -15% | -20% | -12% | 5
COc1cc(Cl)ccc1OC1(C)CCN(Cc2c(F)cccc2F)C1 (stereo not given) | -9 | -3% | 0% | 1% | i | 10% | 6% | -29% | -24
CC(NC(=O)COC(=O)CCC(=O)c1ccc(F)cc1)c1ccccc1 (stereo not given) | -2 | -1% | -24% | 8% | i | 9% | 3% | -3% | -8
COc1ccccc1C(=O)NCCN=C1NS(=O)(=O)c2ccccc21 | -2 | 9% | 0% | 2% | i | -8% | 1% | 16% | 2
Cc1cnc(NC(=O)CSc2nnc(-c3ccc(Cl)cc3Cl)n2N)s1 | 12 | -3% | -16% | -12% | -8% | -11% | -14% | ? | 0
Cn1c(CCN2CCN(c3ccccc3)CC2)nc2cc(NC(=O)c3ccco3)ccc21 | 3 | 11% | -7% | 0% | -2% | -9% | 6% | 8% | ?
Cc1ccccc1C(=O)c1cccn1CC(=O)NCCN1CCN(c2cccc(C)c2C)CC1 | 0 | -18% | -27% | -3% | -87%[inhibitor] | -19% | ? | ? | ?
CCOC(=O)c1ccc(NC(=O)c2nc(SCc3ccc(F)cc3)ncc2Cl)cc1 | -21 | / | / | / | -17% | 3% | 2% | ? | /
Cc1cc(NS(=O)(=O)c2ccc(NC(=O)Nc3ccc4c(c3)OCO4)cc2)no1 | -29 | 0% | 7% | -3% | -4%[57.5 µM] | -12% | 5% | 2% | -12
CC(Oc1ccc(Cl)cc1)c1ccc(C#N)c(=O)[nH]1 (stereo not given) | 2 | -5% | 16% | -6% | i | 5% | -3% | ? | -9
Cc1csc2nc(-c3ccc(NS(=O)(=O)c4cc(F)ccc4F)cc3)cn12 | 7 | 2% | ? | -6% | i | 25% | -7% | -8% | /
CN1C(=O)[C@H]2[C@@H](c3ccccc3)N[C@]3(CCCN(Cc4ccco4)C3=O)[C@H]2C1=O | -2 | 0% | 0% | -2% | -17% | 0% | -7% | 17% | 5
CCN(CC(=O)NCc1ccccn1)S(=O)(=O)c1ccc(OC)cc1 | -2 | 4% | 3% | -7% | i | -7% | 4% | 8% | -20
CCC(C)(C)NC(=O)CN(C(=O)CCC(=O)Nc1nccs1)c1cccc(C)c1 | 2 | 6% | -25% | 5% | i | 8% | -12% | -21% | 72
COc1ccc(NC(=O)c2cc(-c3sc(NC(=O)c4ccccc4)nc3C)n(-c3ccc(Br)cc3)n2)cc1 | -10 | / | -4% | 0% | -12% | 10% | 4% | -2% | -17
COCCCNC(=O)C[C@H]1C[C@H](C(=O)N2CCCCC2)[C@@]2(CCc3ccccc3)c3[nH]c4ccc(Cl)cc4c3CCN2C1=O | 4 | -2% | 0% | 4% | -39%[inhibitor] | 0% | -1% | -17% | 9
COc1ccc(Br)cc1CNC(=O)C(C)n1nc(C)n2c(cc3occc32)c1=O (stereo not given) | 1 | / | / | / | -83%[inhibitor] | 18% | 0% | 0% | /
Cc1ccc(O)c(N=Nc2ccc(S(=O)(=O)N3CCOCC3)cc2)c1 | -2 | 11% | ? | 1% | -25% | 21%[9.22 µM] | -28% | 14% | 1
COC(=O)c1cccc(NC(=O)CN2CCc3ccccc3C2)c1 | -1 | 12% | 4% | 3% | -49%[inhibitor] | 15% | -3% | 11% | -11
COc1ccc(N(C(=O)c2ccccc2F)S(=O)(=O)c2ccc3c(c2)n(C)c(=O)n3C)cc1 | 8 | / | 6% | / | -12% | 22% | 10% | 2% | /
NS(=O)(=O)c1ccc(NCCCn2ccnc2)c([N+](=O)[O-])c1 | -29 | 7% | 4% | 1% | i | -1% | 2% | 20% | -11
C/C(CC(=O)Nc1cccc(Cl)c1Cl)=N\NC(=O)c1ccccc1Br | -12 | 7% | -5% | 3% | -11% | 3% | 15% | -35% | -8
CC1CN(Cc2nc3ccccc3c(=O)[nH]2)CC(C)O1 (stereo not given) | 4 | 0% | 1% | 4% | -22% | -19%[9.22 µM] | 3%[7.66 µM] | 21%[7.66 µM] | 0
COc1ccc(CNC(=O)Cc2c(C)c3c(cc(C)c4c(C)coc43)oc2=O)cc1 | 6 | / | / | / | i | 8% | 4% | 6% | /
Oc1c(N=NC(=S)Nc2ccccc2F)c2ccccc2n1Cc1ccc(Cl)cc1 | -1 | -2% | ? | 4% | i | 18% | -12% | -6% | 13
O=C1c2cccnc2C(=O)N1Cc1ccc2c(c1)OCO2 | 41* | -11% | 9% | 26% | i | 12% | -16% | 1% | 22
Cc1ccc(OCC(=O)NCc2cccs2)c([N+](=O)[O-])n1 | -5 | 12% | -11% | -5% | i | -3% | 15% | 35%[activator] | -15
Cn1cnc([N+](=O)[O-])c1S(=O)(=O)c1cccc(Cl)c1 | -12 | -4% | ? | 4% | -45%[inhibitor] | 13µM* | ? | ? | -92*
NNC(=S)Nc1cccc(-c2n[nH]c(=S)o2)c1 | -2 | -6% | 26% | 5% | i | 16% | -11% | 8% | 1
COc1ccc(NC(=O)CN(C)C(=O)c2ccc(COc3ccccc3)o2)cc1 | 12 | 2% | ? | 1% | i | 22% | 5% | -16% | 3
COC(=O)c1ccc(Cl)c(-c2ccc(/C=N/NC(=O)Nc3ccccc3)o2)c1 | 4 | -8% | -4% | -13% | i | -11% | 0% | 1% | 32
COc1ccccc1NC(=O)c1sc2nc(C)c(C(=O)Nc3ccc(C)cc3C)c(-c3ccc(Br)cc3)c2c1N | 3 | / | -10% | / | i | -17% | 14% | -1% | /
CSc1ccc(CCNC(=O)C2CCN(c3nnc(-n4cccc4)s3)CC2)cc1 | -2 | -1% | -12% | -2% | -28% | 0% | 1% | -22% | 1
N=C1S/C(=C\c2cccc3ccccc23)C(=O)N1c1ccc(F)cc1 | -6 | 0% | 7.3µM* | 4% | -71%[inhibitor] | -22% | ? | ? | ?
CCCCCSc1nc2c(c(=O)[nH]c(=O)n2C)n1CC | 3 | -1% | -22% | -9% | -16% | 13µM* | 1% | 31%[activator] | 15
Cc1ccc(NC(=S)N2CCC(NC(=O)c3ccc(F)cc3)CC2)cc1 | 3 | 12% | -22% | -7% | -12% | -6% | -3% | -5% | -7
N#CC1(NC(=O)COc2cc(F)ccc2[N+](=O)[O-])CCCCC1 | 1 | -1% | / | 6% | -21% | 30% | 0% | -5% | 6
O=C(CN(c1ccccc1F)S(=O)(=O)c1ccccc1)Nc1ccccc1C(=O)N1CCOCC1 | 7 | 16% | -28% | 2% | i | -2% | -3% | -3% | -7
COc1ccc(CCNC(=O)CSCc2nc(-c3ccc(OC)c(OC)c3)oc2C)cc1OC | 0 | / | 0% | / | -9% | 0% | 5% | 24% | /
COc1ccc(/C=C(\CC(=O)O)c2nc3ccccc3o2)cc1 | 5 | 11% | 9% | -8% | i | -20%[9.22 µM] | 2% | 8% | 0
CCCCOCCCNC(=O)C[C@@H]1C[C@@]2(C(=O)OC)CC(C)(C)CC=C2N(Cc2ccc3c(c2)OCO3)C1=O | -6 | / | ? | 8% | -49%[inhibitor] | ? | -8% | ? | -23
Cc1ccccc1Cn1c(SCc2ccc(C(=O)NCCc3ccccc3)cc2)nc2ccncc21 | -22 | / | 3% | / | i | 11% | -3% | ? | /

Remaining list, next part.
mol | DRD3 agonist | GLP-1R agonist | KB-V1 MDR tox | aSyn rescue | PTHR1 agonist | TDP-43 yeast inh | GLP1R cytotox | GLP1R inv ag | D3 antag
CCc1nc2c(cnn2-c2ccc(Cl)cc2)c(=O)n1-c1ccc(OC)cc1 | 6 | 3% | -27% | 7% | -11%[57.5 µM] | 12% | -8% | 11µM* | 35
CCN(Cc1ccccc1)C(=O)CN1C(=O)COc2ccc(S(=O)(=O)N3CCCCCC3)cc21 | -3&8 | -5% | -29% | 2% | -18%&-16% | -20%&14% | -5%&-6% | ? | -20
O=C(N/N=C\c1ccc(OC(=O)c2ccco2)cc1)c1ccc(Cl)cc1 | -4 | 8% | 6% | 3% | -18% | 5% | 1% | -13% | 2
C=CCn1c(CSc2nc3ccccc3s2)nnc1SCC(=O)NCCN1CCOCC1 | 5 | -5% | -3% | 0% | -9%[57.5 µM] | 5% | -9% | 5% | -26
Cc1ccc(C(C)NC(=O)COC(=O)C2=COCCO2)cc1C (stereo not given) | 0 | 6% | 4% | 11% | i | 23% | -1% | 2% | 8
CCCCN(CC)CCCNC(=O)c1cc2c(=O)n(CC)c3ccccc3c2s1 | -29 | 7% | -15% | 1% | i | -9% | 38%[activator] | 2.8µM* | -28
CCNc1nc(OC)nc(SCC(=O)Nc2ccccc2)n1 | -3 | 8% | -58% | -1% | -20% | 8% | -10% | -19% | -18
